# Compound activity deposited in PubChem BioAssay by Sanford-Burnham Center for Chemical Genomics.
# GRIN3A LBD mod = modulates the human NR3A ligand-binding domain; NR3A LBD differential scanning fluorimetry, Tm shift; 0% = protein alone, 100% = glycine-bound protein; Tm shift relative to glycine control, % at 25 µM; 340,000 tested, 2.5% active;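 active = melting temperature shift of at least 10% of the positive control shift, at one fixed dose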
# mIAP act = increases mouse intestinal alkaline phosphatase activity; muIAP, CDP-Star luminescence, 30 min; active compounds read high; 1 = vehicle-only enzyme signal, 0 = enzyme-free wells; activation factor at 10 µM; 330,000 tested, 0.24% active; AID 2805;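 active = activation factor of at least 2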; note: the source names both 10 and 20 µM as test concentration; values of inactives mirror those of a sister screen read the other way
#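 Assay system: mouse IAP enzyme; reagent: chemiluminescent substrate CDP-Star; dosing: test compounds delivered from DMSO solution; schedule: 30 min at room temperature; measured by: luminescence from enzymatic CDP-Star hydrolysis; controls: DMSO-only wells and no-enzyme negative control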
# mIAP inh = mouse IAP inhibition. purified mouse IAP, CDP-Star luminescence, 30 min. inhibition, % at 10 µM. 330,000 tested, 0.2% active. AID 2806;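 active = inhibition of at least 40% at 10 µM in the primary screen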;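 note: plate controls were DMSO with enzyme for no effect and no enzyme wells for full effect; values of inactives mirror those of a sister screen read the other way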
# A3A deaminase = human APOBEC3A DNA deaminase inhibition; P31941; recombinant A3A, FAM/TAMRA ssDNA deamination fluorescence; inhibition, % at 20 µM; 330,000 tested, 0.41% active;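 active = at least 40% inhibition at 20 µM here, with at most 30% in a related deaminase screen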;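 note: plate controls were A3A with DMSO for no effect and wells lacking A3A enzyme for full effect; some results filed as inactive read as strong as hits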
# beta cell repl = induces beta-cell replication in MIN6 cells; MIN6 cells proliferation, ATPlite luminescence, 48 h; cells starved in 0.2% serum; 100% = growth in 10% serum; proliferation, % at 10 µM; 330,000 tested, 0.29% active; AID 2380;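 active = compounds whose signal lies at least 3.5 SD above the mean of all wells on their plate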;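 note: 0% = DMSO-treated cells in low-serum medium and 100% = 10% serum control; some compounds called inactive have numbers as strong as hits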
# hIAP block = blocks human intestinal alkaline phosphatase | P09923 | 330,000 tested, 0.12% active | purified IAP, CDP-Star luminescence, 30 min | inhibition, % at 10 µM;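 active = inhibition reaching a set limit with compound at 10 µM in the primary screen, cut at about 35% in these data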;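 note: plate controls were DMSO wells with enzyme for no effect and no-enzyme buffer wells for full effect; values of inactives mirror those of a sister screen read the other way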
# Target sequence (P09923 whole entry, looked up): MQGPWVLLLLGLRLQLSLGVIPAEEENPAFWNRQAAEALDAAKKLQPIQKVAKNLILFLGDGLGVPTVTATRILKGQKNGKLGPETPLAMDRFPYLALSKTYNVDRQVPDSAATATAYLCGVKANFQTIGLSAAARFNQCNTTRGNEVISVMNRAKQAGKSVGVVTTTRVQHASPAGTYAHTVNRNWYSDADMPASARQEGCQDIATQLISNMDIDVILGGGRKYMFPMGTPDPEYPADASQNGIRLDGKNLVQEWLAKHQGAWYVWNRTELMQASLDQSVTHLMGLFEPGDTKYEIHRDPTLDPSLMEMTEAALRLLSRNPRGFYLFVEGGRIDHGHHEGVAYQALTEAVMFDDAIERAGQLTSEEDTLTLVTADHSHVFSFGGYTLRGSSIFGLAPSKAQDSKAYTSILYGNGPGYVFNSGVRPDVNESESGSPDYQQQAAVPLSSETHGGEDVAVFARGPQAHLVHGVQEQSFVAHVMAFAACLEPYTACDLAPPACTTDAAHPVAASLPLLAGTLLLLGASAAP
# hIAP act = increases human intestinal alkaline phosphatase activity | P09923 | purified human IAP, CDP-Star luminescence, 30 min; active compounds read high; 1 = vehicle-only enzyme, 0 = enzyme-free background | activation factor at 10 µM | 330,000 tested, 0.16% active | AID 2524;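 active = activation factor of the enzyme at least 2-fold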; note: the source names both 10 and 20 µM as test concentration; values of inactives mirror those of a sister screen read the other way
# APOBEC3G inh = inhibitors of human APOBEC3G DNA deaminase; Q9HC16; recombinant A3G, ssDNA deamination FAM/TAMRA fluorescence; inhibition, % at 20 µM; 330,000 tested, 0.28% active; AID 493012;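 active = inhibition of at least 40% at 20 µM, with no more than 30% in the related APOBEC3A deaminase screen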;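 note: plate controls were DMSO wells with A3G for no effect and wells lacking A3G enzyme for full effect; some compounds called inactive have numbers as strong as hits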
# Target sequence (Q9HC16 whole entry, looked up): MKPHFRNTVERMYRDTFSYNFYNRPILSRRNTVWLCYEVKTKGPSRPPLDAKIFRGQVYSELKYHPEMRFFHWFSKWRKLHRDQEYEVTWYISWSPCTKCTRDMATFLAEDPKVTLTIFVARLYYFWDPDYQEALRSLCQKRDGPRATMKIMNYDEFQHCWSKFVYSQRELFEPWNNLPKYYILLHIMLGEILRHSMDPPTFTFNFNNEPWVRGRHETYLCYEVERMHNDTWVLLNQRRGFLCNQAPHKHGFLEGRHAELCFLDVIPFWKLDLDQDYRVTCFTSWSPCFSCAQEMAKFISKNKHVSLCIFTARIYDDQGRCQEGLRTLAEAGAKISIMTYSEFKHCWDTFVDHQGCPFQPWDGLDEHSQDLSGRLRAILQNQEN
# MPTP inh = permeability transition pore inhibition; isolated mouse mitochondria, Ca2+ swelling absorbance, 30 min; inhibition, % at 10 µM; 360,000 tested, 1.4% active; AID 602449;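 active = inhibition of 50% or more, scaled per plate between neutral and stimulator controls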;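 note: 0% = DMSO wells given calcium and 100% = 1 mM EGTA wells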
# Starred values were filed as active, the others as inactive; · = no result given.
SMILES,GRIN3A LBD mod,mIAP act,mIAP inh,A3A deaminase,beta cell repl,hIAP block,hIAP act,APOBEC3G inh,MPTP inh
Nc1nc(-c2ccc(Cl)cc2)cc(C(F)(F)F)n1,-1,0.95,5,3,3,-14,1.1,-3,0.4
CN(CC(=O)Nc1ccccc1Br)C(=O)c1sccc1-c1ccccc1,4,1,0,0,1,-9,1.1,-6,-0.8
COc1ccccc1OCC(=O)Nc1ccc2c(c1)OCCO2,-1,0.94,6,-7,-5,2,0.97,-15,1.5
Cn1ccc(NC(=O)Nc2ccc(Cl)cc2)n1,-1,1,-1,-4,-2,-4,1,-8,2.3
C[C@H](NC(=O)N1CCn2c1nc1ccccc12)C(=O)NCc1ccc(F)cc1,1,0.91,9,-3,-3,8,0.92,-7,-1.1
Cc1ccc2[nH]c(=O)c(CN3CCCCC3)c(-c3ccccc3)c2c1,-4,0.91,9,0,-5,-7,1.1,-2,-2.3
COc1cc(C)c(S(=O)(=O)N2CCOCC2)c(C)c1C,2,1.1,-6,0,-3,2,0.98,0,-0.1
O=C(Nc1nnc(C2CC2)o1)c1ccc(S(=O)(=O)N2CCCc3ccccc32)cc1,-10,0.97,3,0,-5,2,0.98,-6,-24
N#Cc1ccc(N2CCOCC2)c([N+](=O)[O-])c1,0,0.96,4,4,-2,3,0.97,-6,0.3
CC1=NNC(=O)C1CCC(=O)N/N=C(\C)c1ccccc1 (stereo unspecified),0,1.1,-6,-5,-3,5,0.95,-8,-1.7
CCCOc1ccc(C(=O)NNC(=S)NC(=O)c2ccccc2)cc1,1,0.93,8,0,-5,-27,1.3,-3,4.6
CCOC(=O)/C(C#N)=C/c1ccc(N2CCCCC2)cc1,5,0.83,17,0,-2,-11,1.1,-1,1.9
CCCN1CCC(NC(=O)C2CCN(C(C)=O)CC2)CC1,-2,1,-2,-5,-1,-11,1.1,-12,-0.7
Brc1ccc(-c2nnc(-c3cccnc3)c3conc23)cc1,5,0.98,2,0,3,17,0.83,-2,·
COc1ccc(N(C(=O)Cn2nnc(-c3ccccc3F)n2)C(C(=O)NCC2CCCO2)c2ccc(Cl)cc2)cc1 (stereo unspecified),-1,1.1,-6,0,-4,7,0.93,-6,-5.0

# Profiles as entered above. Values in the order: GRIN3A LBD mod, mIAP act, mIAP inh, A3A deaminase, beta cell repl, hIAP block, hIAP act, APOBEC3G inh, MPTP inh
# `CCCOc1ccc(C(=O)NNC(=S)NC(=O)c2ccccc2)cc1` reads 1, 0.93, 8, 0, -5, -27, 1.3, -3, 4.6
# `Cn1ccc(NC(=O)Nc2ccc(Cl)cc2)n1` reads -1, 1, -1, -4, -2, -4, 1, -8, 2.3
# `CN(CC(=O)Nc1ccccc1Br)C(=O)c1sccc1-c1ccccc1` reads 4, 1, 0, 0, 1, -9, 1.1, -6, -0.8
# `CCCN1CCC(NC(=O)C2CCN(C(C)=O)CC2)CC1` reads -2, 1, -2, -5, -1, -11, 1.1, -12, -0.7
# `COc1ccc(N(C(=O)Cn2nnc(-c3ccccc3F)n2)C(C(=O)NCC2CCCO2)c2ccc(Cl)cc2)cc1` (stereo unspecified) reads -1, 1.1, -6, 0, -4, 7, 0.93, -6, -5.0

# Additional entries:
SMILES,GRIN3A LBD mod,mIAP act,mIAP inh,A3A deaminase,beta cell repl,hIAP block,hIAP act,APOBEC3G inh,MPTP inh
CC1CCCN(C(=O)c2cc(-c3cccs3)nc3ccccc23)C1 (stereo unspecified),2,0.92,8,-4,-2,-1,1,-3,1.3
Cc1ccccc1CN1CCSc2sccc2C1=O,7,1.1,-5,-3,-1,-10,1.1,0,0.0
Cc1nc(-c2ccccc2)sc1-c1n[nH]c(=S)n1C,1,1,-4,-6,-3,-9,1.1,43*,-1.0
CC(c1ccccc1)c1nnc(NC(=O)Nc2ccccc2)s1 (stereo unspecified),10,1,-2,1,-3,5,0.95,-2,15
COc1cc(C)c(N(C(C)=O)c2ccccc2)c(C)c1,-5,0.98,2,-2,-2,-21,1.2,-14,0.0
O=C(COC(=O)c1ccco1)NCc1ccc(F)cc1,-2,0.92,8,-3,-2,0,1,-4,-1.4
CCOC(=O)C(C#N)c1ccccn1 (stereo unspecified),1,1,-2,-10,-3,5,0.95,-4,1.4
C/C(CC(O)(/C=N/O)c1ccccc1)=N\O (stereo unspecified),1,0.96,4,5,-3,10,0.9,1,0.4
COc1ccc(-n2c3c(cc(C(=O)Nc4cccc(C)n4)c2=O)C(=O)CC(C)(C)C3)cc1,3,0.97,2,-1,-1,8,0.92,-3,2.8
CCC(C(=O)Nc1ccccn1)c1ccccc1 (stereo unspecified),6,1.1,-7,1,-1,-10,1.1,5,1.2
O=C(Nc1nnc(-c2ccco2)o1)c1ccc(S(=O)(=O)N2CCCC2)cc1,-3,0.97,3,-2,-3,-5,1.1,-5,0.8
COc1ccc(-n2cnc3cc(NC(=O)c4ccco4)ccc32)cc1,-2,0.95,4,-1,-4,-2,1,-7,-1.2
Cc1ccc(S(=O)(=O)Cc2ccc(C(=O)N3CCc4ccccc4C3)o2)cc1,-2,1,-4,41*,1,-31,1.3,11,-0.1
COc1ccc2c(N)c(C(=O)NN)[nH]c2c1,0,0.99,1,-2,-1,-15,1.2,-4,1.6
CC(C(=O)NCC1CCCO1)n1cc([N+](=O)[O-])cn1 (stereo unspecified),1,1.1,-11,0,2,-15,1.2,-3,1.2
COc1ccc(-c2nnc3sc(CCN4C(=O)c5ccccc5C4=O)nn23)cc1,0,1,-2,-8,-1,-23,1.2,-9,-0.9
O=C(NC1CCCCC1)c1ccccc1NC(=O)C1CC1,-1,0.94,6,5,1,0,1,-7,-0.8
COc1cccc(NC(=O)CSc2nc(C3CC3)nc3ccccc23)c1,-1,0.97,3,-1,0,6,0.94,-7,-1.3
O=S(=O)(NC1c2cccc3cccc(c23)C1Sc1ncccn1)c1ccccc1 (stereo unspecified),-6,1.1,-10,-5,-2,5,0.95,-8,0.2
Cc1cccn2c(=O)c3cc(C(=O)NCC4CCCO4)c(=N)n(Cc4ccc(F)cc4)c3nc12 (stereo unspecified),-1,0.93,7,-6,0,22,0.78,-5,-0.3
CCN(CC(=O)Nc1ccccc1C(F)(F)F)C(=O)C1CCN(C(=O)Nc2ccccc2)CC1,0,1,-3,-3,5,-6,1.1,-6,-1.8
Cc1cc([N+](=O)[O-])nn1Cc1noc(C(=O)NCc2ccc3c(c2)OCO3)n1,2,0.94,6,1,5,7,0.93,2,-0.4
Cc1cc(C)cc(NC(=S)N(CCN(C)C)C(C)c2cccnc2)c1 (stereo unspecified),1,1.1,-8,-2,-2,-15,1.2,-1,-1.2
COc1ccc(CCNC(=O)COC(=O)Cn2cnc3ccccc3c2=O)cc1,-3,1,-2,-1,-4,-5,1.1,-2,1.1
COc1cccc(NC(=O)CN(C)C(=O)c2cccc(S(=O)(=O)N3CC4(C)CC3CC(C)(C)C4)c2)c1 (stereo unspecified),-9,1.1,-8,1,-4,-12,1.1,-2,1.1
Cc1ccc(CNS(=O)(=O)c2ccc3c(c2)NC(=O)C(C)S3)cc1 (stereo unspecified),2,0.97,3,-4,5,-28,1.3,-10,6.4
O=[N+]([O-])c1ccccc1/C=C/CN1CCCC(CO)C1 (stereo unspecified),2,1.1,-6,-4,-1,-47,1.5,-8,0.7
N#Cc1ccccc1OCC(=O)OCC(=O)c1ccc2c(c1)NC(=O)CO2,6,1,-5,3,1,5,0.95,-4,-1.0
Cc1ccc(-c2c(C)n([O-])c3c([n+]2=O)CCC3)o1,2,0.96,4,-17,2,11,0.89,-6,-1.8
C=CCOC(=O)C1=C[C@H](C2CC2)[C@@H](CCCO)[C@H](OCC)O1,-1,1.1,-12,-2,0,1,0.99,-11,0.6
Cc1n[nH]c(=O)c2c(NC(=O)CSc3ncccn3)oc(C)c12,2,1.1,-13,0,-4,6,0.94,-3,-0.3
CC(Oc1ccc(Cl)cc1Cl)C(=O)Nc1ccc(O)cc1 (stereo unspecified),-6,1,0,0,0,4,0.96,-3,0.7
O=C(NCCCN1CCN(c2ccccc2F)CC1)C1CC(=O)N(C2CCCC2)C1 (stereo unspecified),1,1,-3,1,5,2,0.98,-5,0.4
Cc1ccc(NC(=O)CN(c2ccccc2)S(=O)(=O)N(C)C)cc1,1,1,-3,-2,0,-1,1,-8,5.5
CC(c1ccco1)N(C(=O)CSc1ccc(Br)cc1)c1ccccn1 (stereo unspecified),0,0.89,11,1,-5,1,0.99,-2,3.3
CC1(C)CC(NC(=O)c2ccccc2C(=O)NC2CC(C)(C)NC(C)(C)C2)CC(C)(C)N1,-1,1,0,0,-3,-12,1.1,-7,0.3
Cn1nc(N)nc1N1CCN(c2ccc(F)cc2)CC1,0,1.1,-6,-1,-2,0,1,-2,-0.9
COc1ccc(N2C(=O)CC(Cc3ccc(Br)cc3)C2=O)cc1 (stereo unspecified),0,1,-2,2,-1,-11,1.1,0,0.5
COc1ccc(/C=N/NC(=O)CCn2c3ccccc3c3ccccc32)cc1O,5,1.1,-7,-4,-3,3,0.97,-11,-0.1
CCCn1c(=S)[nH]c2cc(C(=O)NCC3CCCO3)ccc2c1=O (stereo unspecified),3,0.99,1,-4,3,0,1,-8,-2.2
CCN1C(=O)[C@H]2[C@@H](c3ccc(-c4ccc(F)cc4)cc3)N[C@@](Cc3ccccc3)(C(=O)OC)[C@H]2C1=O,1,0.97,3,-3,-7,-2,1,-8,-1.5
CCN1C(=NCC(C)C)N[C@@H](c2cccc(F)c2)C(C(=O)OC)=C1C,-2,0.98,2,78,-4,3,0.97,42,0.4
CCN(CC)S(=O)(=O)c1ccc(Cl)c(NC(=O)COC(=O)/C=C/c2cc(OC)c(OC)c(OC)c2)c1,-5,0.94,6,1,-2,-7,1.1,-3,9.0
Cc1ccc(S(=O)(=O)N2CCCCC2)cc1NC(=O)c1c(-c2ccccc2)noc1C,-1,1,0,-4,5,12,0.88,-6,-1.8
CC1Cc2nc(SCC(=O)N3CCOCC3)n(C)c(=O)c2S1 (stereo unspecified),1,0.94,6,-4,-1,-5,1.1,-3,-1.0
Cc1ccc(-c2cc(C(=O)N/N=C/c3ccccc3O)n[nH]2)o1,31*,0.84,16,-2,0,-214,3.1*,-6,-1.0
CCCCN(CCCC)CCCN1CC(=O)N2[C@@H](Cc3c([nH]c4ccccc34)C2(C)C)C1=O,0,1,-1,4,-3,-2,1,-2,1.1
Cc1ccccc1N1C(=O)C2C3C=CC(CC3)C2C1=O (stereo unspecified),2,1.1,-12,7,5,11,0.89,5,1.1
O=C(O)c1ccc(NS(=O)(=O)c2cc(Cl)ccc2Cl)cc1O,-13,1,-3,0,-6,-4,1,-4,-0.7
COc1ccccc1C(=O)NCCC(=O)NCCOc1ccccc1,0,1,-4,-2,-3,-19,1.2,-5,-1.3
CCOC(=O)c1sc(NC(=O)CN2CCN(c3ccc(OC)cc3)CC2)nc1C,-1,0.89,11,-2,0,15,0.85,-6,0.7
Cc1[nH]c2ccccc2c1C(O)c1ccncc1 (stereo unspecified),2,1,0,4,-1,3,0.97,-3,2.2
COc1ccc(CCNc2ncnc3c2nnn3Cc2ccccc2)cc1OC,1,0.96,4,-6,-2,-11,1.1,-4,-0.5
Nc1c(NCCN2CCCCC2)c2ccccc2oc1=O,-1,1,-5,0,3,-10,1.1,-4,0.1
OCc1csc(=Nc2ccccc2)n1-c1ccccc1,-1,1.1,-5,-1,-2,7,0.93,0,5.4
COc1ccc(NC(=O)c2cc(-c3cccs3)on2)cc1,-2,0.89,11,-3,-1,5,0.95,-11,1.0
